SUMO1-SIM PPI: alters human SUMO1 binding to SIM partners. P63165. SUMO1 binding to a labelled peptide, TR-FRET, 1 h. inhibition, % at 20 µM. 360,000 compounds, 0.33% hits; in the data active = inhibition above about 37%
Target sequence (P63165 whole entry, looked up): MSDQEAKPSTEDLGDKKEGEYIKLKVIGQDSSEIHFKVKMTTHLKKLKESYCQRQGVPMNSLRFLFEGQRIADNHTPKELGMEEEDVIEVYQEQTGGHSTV
NadD block: blocks S. aureus nicotinate mononucleotide adenylyltransferase; purified NadD enzyme, colorimetric absorbance read-out; AID 602399; 360,000 compounds, 0.78% hits; inhibition, % at 20 µM; in the data active = inhibition above about 26%; also: some compounds past the cut are filed as inactive
Scp1 inh: inhibitors of human Scp-1 phosphatase; AID 493091; Recombinant Scp1, phosphopeptide, malachite green phosphate absorbance; Q9GZU7; inhibition, % at 20 µM; 340,000 compounds, 0.88% hits;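 active = inhibition above about 50% at 20 µM, limit read from the data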;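 also: plate controls were DMSO wells with enzyme for no effect and wells lacking enzyme for full effect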
Target sequence (Q9GZU7 76-261 limits assumed): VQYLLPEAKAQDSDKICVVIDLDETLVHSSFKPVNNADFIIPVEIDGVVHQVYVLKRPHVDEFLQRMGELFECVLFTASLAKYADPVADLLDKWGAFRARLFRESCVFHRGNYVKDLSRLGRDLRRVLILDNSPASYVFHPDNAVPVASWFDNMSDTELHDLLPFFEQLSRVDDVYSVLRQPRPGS
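System: truncated SCP-1 phosphatase (76-261aa); medium: Tris acetate buffer pH 5.5 with MgCl2 and Tween-20; incubation: 45 min room-temperature reaction, 5 min colour, 30 min stabiliser; compound: single 20 µM dose, 1% DMSO; reagent: Phosphorylated 17-residue peptide substrate; read-out: % inhibition at 20 µM; technique: colorimetric free-phosphate detection, absorbance 630 nm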
LMPTP block: LMPTP (human) inhibition; 360,000 compounds, 0.22% hits; inhibition, % at 20 µM; AID 651560; recombinant LMPTP-A, OMFP fluorogenic substrate, fluorescence intensity;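 active = compounds that cut the enzyme signal by at least half of the control window in the single-dose screen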;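 also: plate controls were DMSO wells with enzyme plus substrate for no effect and substrate without enzyme for full effect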
Target sequence (P24666 whole entry, looked up): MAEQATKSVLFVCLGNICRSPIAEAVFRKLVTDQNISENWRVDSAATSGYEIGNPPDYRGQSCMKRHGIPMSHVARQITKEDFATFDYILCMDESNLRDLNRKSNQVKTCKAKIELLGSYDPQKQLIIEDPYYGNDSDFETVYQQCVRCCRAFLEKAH
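Test system – LMPTP-A phosphatase enzyme · Quantity – 0.625 nM LMPTP-A final · Reagent – OMFP substrate, 400 µM final · Dosing – one test concentration per compound, 20 µM, with 3% DMSO overall · Timing – 50 min enzyme reaction at room temperature, protected from light · Detection – fluorescence intensity · Controls – substrate-only low control, DMSO enzyme-plus-substrate high control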
MsrA inh: inhibitors of bovine MsrA | purified bovine MsrA, absorbance read-out | inhibition, % at 15.5 µM | AID 651718 | 360,000 compounds, 0.75% hits; in the data active = inhibition above about 4.5%;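 also: 0% = vehicle wells with enzyme and 100% = reference inhibitor wells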
DNMT1 block: blocks human DNA methyltransferase DNMT1. DNMT1 molecular beacon, Hinp1I cleavage, fluorescence. inhibition (reported as % activation of signal), % at 10 µM. 360,000 compounds, 0.83% hits. AID 588458; in the data active = inhibition above about 50%
CSN inh: CSN deneddylation inhibition; Q92905; Purified CSN, SCF-Nedd8-OG deneddylation, fluorescence polarization; inhibition, % at 12.5 µM; 360,000 compounds, 0.38% hits; AID 651999;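 active = pattern-corrected inhibition above about 35%, with an unprinted fluorescence ratio check between 0.5 and 1.5, limit read from the data, passing the limit was not always enough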;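 also: 0% = enzyme with substrate and 100% = substrate without enzyme; some results filed as inactive read as strong as hits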
Target sequence (Q92905 whole entry, looked up, one chain of several): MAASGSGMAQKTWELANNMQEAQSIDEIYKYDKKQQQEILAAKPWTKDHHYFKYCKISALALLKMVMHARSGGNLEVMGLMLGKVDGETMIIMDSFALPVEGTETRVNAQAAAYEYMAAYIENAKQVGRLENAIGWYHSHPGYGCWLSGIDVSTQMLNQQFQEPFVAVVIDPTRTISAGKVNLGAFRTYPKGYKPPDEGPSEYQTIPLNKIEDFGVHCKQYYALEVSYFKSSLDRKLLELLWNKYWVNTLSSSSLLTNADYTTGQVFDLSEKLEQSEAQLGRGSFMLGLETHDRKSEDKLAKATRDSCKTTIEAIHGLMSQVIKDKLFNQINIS
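Assay system: Purified human Csn5 enzyme expressed in HEK293T cells | Amount: Enzyme 0.24 nM | Measured by: Fluorescence polarization readout | Medium: Tris/NaCl/DTT buffer, pH 7.5 | Compound dosing: One concentration, 12.5 µM, 0.25% DMSO | Times: 90 min incubation of compound, enzyme and substrate at room temperature | Control set: no-enzyme wells high, enzyme-with-substrate wells low | Read-out: % inhibition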
STEP inh: STEP (human) phosphatase inhibition | P54829 | recombinant STEP, OMFP fluorogenic substrate, fluorescence | 360,000 compounds, 0.25% hits | inhibition, % at 20 µM;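 active = inhibition at 20 µM, scaled per plate between control wells, above about 37%, limit read from the data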;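 also: 0% = DMSO with enzyme and substrate and 100% = substrate only without enzyme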
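Material: STEP (striatal-enriched tyrosine phosphatase) enzyme, cell-free; Compound dosing: 20 µM single dose in 1% DMSO; Technique: fluorescence read at 480 nm ex / 540 nm em; Times: reaction 20 min, ambient temperature; Medium: 50 mM Bis-Tris pH 6.0 with 2.5 mM DTT and 0.005% Tween 20; Also added: OMFP at 25 µM.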
Rpn11 block: Rpn11 (human) deubiquitinase inhibition; calls only at 20 µM; O00487; AID 588493; human 26S proteasome, Ub4-pepOG fluorescence polarization; 20S core pre-blocked with epoxomicin; 360,000 compounds, 0.59% hits;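 active = inhibition at 20 µM, scaled to each plate's controls, above about 33%, limit read from the data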
TbMetRS inhib: blocks T. brucei methionyl-tRNA synthetase activity; purified T. brucei MetRS, ATP depletion, Kinase-Glo luminescence; inhibition, % at 11.9 µM; 360,000 compounds, 0.4% hits; AID 624268;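 active = inhibition above a per-plate cutoff of the control wells' mean inhibition plus 3 SD, cut at about 5.5% in these data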;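 also: 0% = DMSO wells median and 100% = median of wells with control inhibitor compound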
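Dosing: 11.9 µM single point; system: parasite MetRS enzyme; technique: luminescence of leftover ATP; times: 15 min enzyme-compound preincubation, 2 h reaction, 10 min detection, 25 °C; replicates: each compound tested once; read-out basis: percent inhibition relative to median high and low control wells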
Numbers without * were called inactive; i = inactive; . = no result given.

SUMO1-SIM PPI	NadD block	Scp1 inh	LMPTP block	MsrA inh	DNMT1 block	CSN inh	STEP inh	Rpn11 block	TbMetRS inhib	compound
-1	-3	-8	13	-0.8	-5	8	5	i	0.1	O=C(O)C(=O)Nc1ccc(NC(=O)C(c2ccccc2)c2ccccc2)cc1
0	-1	-9	0.1	0.9	0	2	-2	i	0.3	O=C(Nc1ccccc1Br)c1cc[n+]([O-])cc1
0	2	-7	-0.7	0.9	-3	-3	1	i	-0.7	O=C1C2CCCN2C(=S)N1Cc1ccccc1 (stereo not drawn)
-1	2	-13	-2.1	1.7	1	4	-1	i	0.3	CC(=O)N1CCN(C(=O)CCc2c[nH]c3ccccc23)CC1
-4	0	-4	1.5	-0.3	-1	-2	0	i	-1.4	CC(C)(C)OC(=O)N1CCOCCOCCN(C(=O)OC(C)(C)C)CCOCC1
16	0	2	0.3	1.6	3	-1	-2	i	-1.3	CCn1c(COc2ccccc2)nnc1SCC(=O)Nc1cc(OC)ccc1OC
-21	2	-1	6.0	1.5	1	10	0	i	-0.9	O=C1N=C(N2CCN(c3ccccc3)CC2)S/C1=C/c1ccco1
1	0	-2	-0.1	0.8	0	-2	1	i	-0.4	Cn1c(SCC(=O)OCc2ccccc2)nnc1-c1ccco1
1	17	-2	0.1	0.2	1	0	0	i	-0.5	CC(C)COc1cccc(-c2cc(C(=O)N/N=C/c3ccncc3)c3ccccc3n2)c1
-1	-1	-4	-3.4	1.4	4	1	0	i	-0.4	O=C(O)c1ccccc1C(=O)OCc1ccccc1
4	-6	-8	-0.4	-0.2	-3	-1	-4	i	-0.6	CC(=O)Nc1ccc(S(=O)(=O)Oc2cccc(N3C(=O)C4CCCCC4C3=O)c2)cc1 (stereo not drawn)
2	-3	3	1.2	1.0	-1	2	-2	i	0.0	Cc1cccc(NC(=O)c2ccc(S(=O)(=O)N3CCCCCC3)cc2)n1
-12	-2	-7	0.2	-0.5	-1	-1	2	i	-0.5	Cc1ccc(-c2cc(Cc3cccs3)c(=O)[nH]n2)cc1
3	-2	-7	-1.5	0.8	-1	-1	0	i	0.0	COc1ccc(N2C(=O)CC(Cc3ccccc3)C2=O)cc1 (stereo not drawn)
-4	-10	-2	-2.7	-0.8	4	2	2	i	-0.6	O=C1c2ccccc2C(=O)N1CCCn1ccnc1
0	-4	-2	0.0	0.1	-8	4	1	i	-0.3	FC(F)Oc1ccc(NC(=S)Nc2ccc3cn[nH]c3c2)cc1
2	-1	-8	-0.4	0.9	-3	0	1	i	0.1	Cc1onc(-c2c(Cl)cccc2Cl)c1C(=O)N(C)Cc1ccccc1
6	0	-4	1.4	-1.3	-2	0	1	i	0.4	Cn1c(CCNC(=O)c2cc(COc3ccc(F)c(F)c3)on2)nc2ccccc21
-2	-8	-6	-1.2	-0.4	4	-1	2	i	0.0	Cc1cc(C)cc(-c2nnc(SCC(=O)NCc3cccs3)o2)c1
1	1	1	0.4	-1.1	-2	3	0	i	0.0	CCCCCCCNC1=CC(=O)CC(c2ccccc2)C1 (stereo not drawn)
2	-4	-10	-0.5	-1.4	-2	4	3	i	0.2	CCn1nc(C)cc1C(=O)Sc1ccc(C)cc1
0	-6	-8	-2.2	-1.4	2	0	1	i	-1.6	CCCCOc1ccc(NC(=O)CN2CCN(C(=O)OCC)CC2)cc1
-3	-10	-4	2.0	0.7	-8	-4	4	i	-0.3	O=C(/C=C/c1ccccc1)Nc1cccc(C(=O)NCCc2ccccc2)c1
1	-2	.	0.0	-0.2	0	-2	2	i	-0.2	OC[C@@H]1CN(Cc2ccc(F)cc2)C[C@H](n2cnc3c(NCc4ccncc4)ncnc32)O1
-1	-10	-10	-0.2	-0.3	-13	0	-2	i	0.4	COc1cccc(NC(=O)COC(=O)/C=C/c2ccc(Cl)cc2Cl)c1
-1	-1	.	-0.9	-1.2	-1	-2	0	i	-0.3	O=C(NCc1cccnc1)c1ccc2sc([C@H]3C[C@H](O)[C@@H](CO)O3)nc2c1
0	-3	-12	-0.3	2.1	4	-5	-2	i	-0.5	CC1OC23CCCCC2C(C#N)(C(=N)O3)C1(C#N)C#N (stereo not drawn)
3	-5	-2	-0.4	-0.1	3	-3	4	i	-0.3	COc1ccc(N2CCN(C(=O)Cn3cnc4c(cnn4-c4ccccc4)c3=O)CC2)cc1
1	-6	-1	0.4	-0.7	-1	-6	0	i	-0.6	O=S(=O)(c1ccccc1)N(Cc1ccccn1)Cc1ccccn1
-13	8	5	-2.0	3.2	1	1	-2	i	0.0	COc1cc(/C=N/NC(=O)c2nonc2C)ccc1O
3	-7	-8	-1.8	0.7	-2	1	-3	i	-1.4	Cc1ccccc1NC(=S)Nc1cccc([N+](=O)[O-])c1
-9	-2	.	-0.2	-0.6	-1	5	-3	i	-0.1	CCOC(=O)CC(=O)Nc1cc2ccc(OC)c(OC)c2cc1C(=O)OCC
-8	0	2	-0.7	0.9	2	6	-2	i	-0.3	C=C1CSc2nc3ccccc3c(=O)n21
-2	-8	-13	-9.0	-1.4	3	-5	-4	i	-0.3	CC(C)c1cc(C(C)C)c(S(=O)(=O)N2CCNCC2)c(C(C)C)c1
2	1	-5	-0.5	-1.8	1	-5	-1	i	-0.4	CCN(CC(=O)NCc1cccs1)S(=O)(=O)c1ccc(F)cc1
-1	-4	-2	-0.4	0.9	1	1	1	i	-0.2	O=C(CN1CCN(S(=O)(=O)N2CCOCC2)CC1)Nc1cc(Cl)cc(Cl)c1
1	9	1	0.1	-0.1	14	2	5	i	-0.6	CCOc1ccc(-c2nn(-c3ccccc3)cc2/C=C2\SC(=S)N(Cc3ccco3)C2=O)cc1
-2	-10	-7	-0.3	0.0	1	-1	-1	i	0.3	CCCOc1ccc(N2C(=O)CC(N(Cc3ccccc3)N=O)C2=O)cc1 (stereo not drawn)
-9	16	2	-0.4	.	2	12	-5	.	-1.3	Cc1cc(C)c2c3c(sc2n1)C(c1ccccc1)C(C#N)=C(N)O3 (stereo not drawn)
0	3	-8	-2.2	0.8	7	0	2	i	-0.1	Cc1c(Br)c([N+](=O)[O-])nn1CC(=O)Nc1sc2c(c1C(=O)OC(C)C)CCC(C)C2 (stereo not drawn)
-15	7	12	0.0	-0.3	-9	0	-3	i	-0.5	C#CCOCCOCCOCCNc1nc(N2CCN(C(=O)[C@H]([C@@H](C)CC)n3cc([C@@H](N)Cc4ccc(O)cc4)nn3)CC2)nc(N2CCN(C(=O)[C@H]([C@@H](C)CC)n3cc([C@@H](N)CC(C)C)nn3)CC2)n1
0	-4	-7	-0.8	3.3	1	6	0	i	0.5	CC1(C)CC(=O)c2c(O)cc(O)cc2O1
-3	-4	-5	-1.3	0.5	11	2	-2	i	65*	O=C(NCc1nc2ccccc2[nH]1)c1cccc(S(=O)(=O)N2CCOCC2)c1
-1	-5	-2	-1.4	-0.2	-2	-2	-2	i	0.1	COc1ccc(NC(=O)CSc2nnc(CN3CCOCC3)n2-c2ccccc2)cc1Cl
6	11	.	3.6	-1.0	.	4	.	.	-0.2	FC(F)(F)c1cc(Cl)c2nc(-c3ccccc3)c(Cc3cccc(Cl)c3)n2c1
4	-5	-8	-8.5	0.5	3	6	3	i	-0.1	CCCCOc1ccccc1-c1ccccc1CN1[C@@H](C(C)C)COCCS1(=O)=O
2	-2	-4	0.6	-1.3	-10	-3	-2	i	-0.4	O=C(NC1CCCc2ccccc21)C1CCN(S(=O)(=O)N2CCCCCC2)CC1 (stereo not drawn)
3	7	-8	-0.1	-0.7	-1	5	1	i	0.1	Fc1ccc(-c2nn3c(C4COc5ccccc5O4)nnc3s2)cc1 (stereo not drawn)
10	-2	-6	2.7	-1.1	0	0	3	i	-0.4	CCCc1ccc2oc(C(=O)N(Cc3ccncc3)CC3CCCO3)c(C)c2c1 (stereo not drawn)
12	-6	21	-0.6	-0.7	-1	-3	0	i	-0.1	CCOC(=O)c1cccc(NC(=O)CC2Oc3ccccc3NC2=O)c1 (stereo not drawn)

Structures from the list above with an NH in an aromatic ring:
SUMO1-SIM PPI	NadD block	Scp1 inh	LMPTP block	MsrA inh	DNMT1 block	CSN inh	STEP inh	Rpn11 block	TbMetRS inhib	compound
-1	2	-13	-2.1	1.7	1	4	-1	i	0.3	CC(=O)N1CCN(C(=O)CCc2c[nH]c3ccccc23)CC1
-12	-2	-7	0.2	-0.5	-1	-1	2	i	-0.5	Cc1ccc(-c2cc(Cc3cccs3)c(=O)[nH]n2)cc1
0	-4	-2	0.0	0.1	-8	4	1	i	-0.3	FC(F)Oc1ccc(NC(=S)Nc2ccc3cn[nH]c3c2)cc1
-3	-4	-5	-1.3	0.5	11	2	-2	i	65*	O=C(NCc1nc2ccccc2[nH]1)c1cccc(S(=O)(=O)N2CCOCC2)c1
